Source: PubChem BioAssay
UPR XBP1 act: activators of adaptive arm of unfolded protein response (XBP1); activation, % at 20 µM; hit rate 0.33% among 330,000; CHO-XBP1 luciferase reporter, IRE1-XBP1 UPR activation, luminescence; percent of tunicamycin response, DMSO as zero;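 active means versus positive control, 20 µM dose yields 30% or more activation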;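 further: 100% = tunicamycin at 10 µg/mL and 0% = DMSO only wells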
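Material: IRE1-XBP1 luciferase reporter CHO line / Quantity: one thousand reporter cells per well / Buffer or medium: F12 with 10% serum / Compound: 20 µM single concentration, DMSO 1% / Times: 6 h treatment, 37 °C / Detection: Steady-Glo luciferase glow luminescence, 10 min after reagent addition / Benchmarks: tunicamycin high, DMSO low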
CXCR6 inh: CXCR6 (human) receptor inhibition. CHO-K1 PathHunter CXCR6 beta-arrestin, luminescence. O00574. AID 602244. inhibition, % at 20 µM. hit rate 0.36% among 360,000; in the data active means inhibition above about 34%, passing the limit was not always enough;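 further: antagonist mode with CXCL16 agonist at 10 nM final; 0% = 10 nM CXCL16 with DMSO and 100% = unstimulated wells without agonist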
tim23-1 inh: growth inhibitors of tim23-1 mutant yeast; AID 463212; hit rate 1.3% among 330,000; inhibition, % at 20 µM; S. cerevisiae tim23-1 growth, BacTiter-Glo luminescence, 24 h;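 active means growth inhibition of the mutant yeast at or above 50%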;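 further: temperature-sensitive mutant grown at 25 °C; plate controls were DMSO-treated mutant yeast for no effect and medium wells lacking yeast for full effect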
EBI2 antag: blocks human EBI2 receptor beta-arrestin signaling; inhibition, % at 5 µM; hit rate 0.81% among 360,000; EBI2 beta-arrestin recruitment, luminescence, 7a,25-OHC stimulated; AID 651636; P32249; in the data active means inhibition above about 38%;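 further: enzyme fragment complementation signal reports receptor beta-arrestin coupling in cells; 0% = agonist plus DMSO wells and 100% = wells without agonist; some results beyond the cut were filed as inactive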
APJ antag: antagonists of human APJ apelin receptor. CHO-K1 APJ beta-arrestin complementation, luminescence. inhibition, % at 20 µM. hit rate 0.32% among 330,000. AID 2521. P35414;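 active means inhibition above about 40% at 20 µM, limit read from the data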;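 further: cells challenged with 10 nM apelin-13 agonist together with compound; plate controls were apelin-13 plus DMSO wells for no effect and DMSO wells lacking apelin-13 for full effect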
CHOP UPR activ: activators of apoptotic arm of unfolded protein response (CHOP). CHO-CHOP luciferase reporter, UPR activation, luminescence; percent of tunicamycin response over DMSO baseline. activation, % at 10 µM. hit rate 0.34% among 330,000;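 active means at 10 µM dose, activation of 40% or more, normalized to positive control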;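 further: 100% = tunicamycin at 10 µg/mL and 0% = DMSO alone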
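Material: CHO-CHOP cells, stable luciferase reporter of PERK-eIF2a-CHOP signalling; quantity: 500 reporter cells seeded per well; buffer or medium: F12 medium containing 10% fetal bovine serum; compound: one dose, 10 µM in 0.5% DMSO; incubation: 6 h compound treatment, 37 °C; measured by: Steady-Glo luciferase luminescence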
CCR6 antagonist: CCR6 (human) receptor antagonism | P51684 | inhibition, % at 20 µM | hit rate 0.49% among 340,000 | AID 493098 | CHO-K1 CCR6 PathHunter beta-arrestin, luminescence, CCL20-stimulated;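 active means compounds whose inhibition of the agonist-driven luminescence signal at 20 µM reaches about 50%, limit read from the data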;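 further: cells stimulated with CCL20 at 14 nM final; plate controls were DMSO with CCL20 for no effect and DMSO without agonist for full effect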
APJ ag: agonists of human APJ apelin receptor. P35414. CHO-K1 APJ PathHunter beta-arrestin, luminescence; 0% DMSO wells, 100% apelin. activation, % at 20 µM. hit rate 0.11% among 330,000;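 active means activation more than six SD over the plate average, tested at 20 µM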;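 further: 0% = DMSO alone and 100% = apelin-13 at 10 nM; some results filed as inactive read as strong as hits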
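Assay system: CHO-K1 cells stably expressing ProLink-tagged human APJ and arrestin–beta-gal acceptor. Compound dosing: 20 µM single point, 1% DMSO. Times: 16-18 h seeding, 90 min dark compound exposure, 60 min detection. Detection: beta-gal luminescence. Evaluation: APJ–arrestin association signal. Controls: negative DMSO alone, positive Apelin-13 at 10 nM.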
Mdm2 MdmX PPI: human Mdm2/MdmX binding inhibition. O15151+Q00987. SaOS-2 split-luciferase Mdm2/MdmX complementation, luminescence. inhibition, % at 8 µM. hit rate 3% among 330,000. AID 485346;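 active means inhibition of at least 50% at 8 µM in the primary screen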
Target sequence (O15151 whole entry, looked up): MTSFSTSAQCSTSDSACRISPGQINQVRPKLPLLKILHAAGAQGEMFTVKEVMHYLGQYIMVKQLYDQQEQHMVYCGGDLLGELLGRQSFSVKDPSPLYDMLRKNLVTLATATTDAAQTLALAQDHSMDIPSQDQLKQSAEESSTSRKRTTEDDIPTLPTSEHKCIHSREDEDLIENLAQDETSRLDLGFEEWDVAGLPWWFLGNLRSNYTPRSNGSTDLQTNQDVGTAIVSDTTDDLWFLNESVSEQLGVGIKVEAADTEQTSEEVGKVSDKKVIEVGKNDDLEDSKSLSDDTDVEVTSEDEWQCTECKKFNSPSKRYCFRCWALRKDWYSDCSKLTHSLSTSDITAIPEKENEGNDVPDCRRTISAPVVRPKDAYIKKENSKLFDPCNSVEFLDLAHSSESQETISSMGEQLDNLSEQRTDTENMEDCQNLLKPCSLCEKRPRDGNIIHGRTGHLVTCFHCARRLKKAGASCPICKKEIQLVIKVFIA
Target sequence (Q00987 whole entry, looked up): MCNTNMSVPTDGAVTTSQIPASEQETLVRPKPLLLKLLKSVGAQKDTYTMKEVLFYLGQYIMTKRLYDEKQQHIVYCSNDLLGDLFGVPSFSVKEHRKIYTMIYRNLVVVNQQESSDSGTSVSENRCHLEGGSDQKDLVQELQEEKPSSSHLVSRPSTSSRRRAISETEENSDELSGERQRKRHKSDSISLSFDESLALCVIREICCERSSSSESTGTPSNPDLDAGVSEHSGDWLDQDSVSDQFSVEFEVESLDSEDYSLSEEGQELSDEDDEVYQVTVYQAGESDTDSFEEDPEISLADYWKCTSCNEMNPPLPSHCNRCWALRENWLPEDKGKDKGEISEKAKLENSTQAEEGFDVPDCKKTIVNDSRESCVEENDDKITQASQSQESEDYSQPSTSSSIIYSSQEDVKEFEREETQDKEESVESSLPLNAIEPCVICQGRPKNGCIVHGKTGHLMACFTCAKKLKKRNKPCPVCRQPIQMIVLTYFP
An asterisk follows results filed as active; . = no result given. This is a subset; count on the stated rates, not on these rows.

Compound | UPR XBP1 act | CXCR6 inh | tim23-1 inh | EBI2 antag | APJ antag | CHOP UPR activ | CCR6 antagonist | APJ ag | Mdm2 MdmX PPI
CN(C)c1ccc(NC(=O)COC(=O)Cn2nnc3ccccc32)cc1 | -1.9 | -3.0 | -5.0 | -4.8 | 7.0 | 1.1 | -8.8 | -2.3 | 8.5
COc1ccc(-c2csc(-c3cccs3)n2)c(OC)c1 | 1.9 | 0.1 | 20.8 | 3.2 | -1.0 | 2.9 | 6.7 | -1.9 | -300.0
CN(C)C=NC(=O)c1cn(-c2ccc(F)cc2)c(=O)c2ccccc12 | -1.7 | -0.2 | 2.3 | -3.4 | -8.3 | 0.4 | -3.8 | 0.3 | -26.7
CCCn1nc(-c2nnc(-c3ccc(C)c(C)c3)o2)c2ccccc2c1=O | 1.9 | -4.9 | -0.6 | 1.2 | -10.8 | 0.3 | -3.9 | -1.7 | 12.2
CCN(CCNC(=O)C1CCCN(S(=O)(=O)CC)C1)c1ccccc1 (stereo not given) | -3.5 | -4.0 | -7.4 | -0.7 | 24.4 | -1.5 | 7.5 | -3.7 | 17.7
Cc1cccc(NC(=O)Cn2c(=O)n(C)c3ccccc32)c1 | -2.7 | 4.2 | 16.5 | 8.0 | 8.4 | -1.4 | -7.8 | -2.4 | 19.1
CCOC(=O)c1ccc(NC(=O)c2ccc3c(c2)OCO3)cc1 | 0.8 | -11.7 | 28.8 | -2.4 | 4.3 | 2.8 | -5.9 | 2.2 | -34.3
Cc1ccc(NC(=O)CN2CCN(Cc3ccccc3)CC2)cc1Cl | -0.7 | -3.4 | 2.2 | 3.5 | -6.6 | 1.5 | 19.7 | -4.2 | 7.9
COc1ccc(NC(=O)C(Br)C(C)C)cc1 (stereo not given) | -4.9 | -4.2 | 9.3 | -7.2 | 2.4 | -2.3 | -0.6 | -1.6 | -3.7
O=C(NC1CCCCC1)C(c1cccs1)N(CC1CCCO1)C(=O)c1csnn1 (stereo not given) | -1.6 | 4.2 | 18.8 | 1.3 | 8.0 | 0.1 | -14.8 | -3.3 | -0.8
Cc1c(/C(O)=C2/C(=O)C(=O)N(Cc3cccnc3)C2c2cccs2)cnn1-c1ccccc1 (stereo not given) | -0.4 | -2.8 | 11.8 | -21.9 | 0.6 | 3.4 | 7.2 | -1.2 | 36.7
COc1cccc(NC(=O)CSc2nnc(-c3ccc(C)cc3)o2)c1 | -4.5 | -3.6 | 7.5 | -4.8 | 0.1 | -6.5 | 2.1 | -2.5 | -278.9
CC(=O)Nc1ccc(NC(=O)Cn2c(=O)n(-c3ccc(F)cc3)c(=O)c3oc4ccccc4c32)cc1 | -2.3 | -3.7 | -2.3 | -6.3 | 15.0 | -0.6 | -1.8 | -3.9 | 26.0
O=C(Cc1ccc(-n2cccc2)cc1)N1CCN(c2ccccc2F)CC1 | -3.2 | 13.8 | 32.7 | 13.6 | 16.4 | 0.1 | 13.3 | -2.1 | -2.7
CCC(C)NC(=O)CS(=O)Cc1nc(-c2ccccc2C)oc1C (stereo not given) | -1.5 | -5.5 | 13.6 | -1.1 | -1.1 | 0.2 | 15.1 | 2.2 | 17.9
CCn1c(-c2ccc[nH]c2=O)nc2ccccc21 | -2.3 | -3.3 | -1.3 | -4.2 | 18.0 | 1.9 | 7.0 | -1.4 | -0.2
O=C1c2ccccc2[C@@H]2C[C@@H](O)[C@H](Nc3ccccc3-c3ccccc3)CCN12 | -3.8 | 2.7 | 40.3 | 14.3 | . | 1.6 | 25.7 | . | 24.0
CN(C)CC(C)(C)CNS(=O)(=O)c1cccc2nsnc12 | -2.8 | -0.1 | 2.8 | -11.4 | 2.9 | -2.0 | 5.1 | -0.1 | 3.5
C=CCN1C(=O)C2C(C(=O)NC3CCCC3)C3C=CC2(O3)C1C(=O)NC1CCCC1 (stereo not given) | 0.9 | 7.6 | -3.2 | -6.8 | 19.7 | -0.7 | 16.7 | -4.0 | -0.1
CCOC(=O)N1CCN(S(=O)(=O)c2cc([N+](=O)[O-])ccc2C)CC1 | -4.8 | 0.1 | 8.5 | -9.0 | -9.4 | 0.5 | -8.0 | -2.3 | 8.2
COc1cccc(CN(C(=O)c2cc3ccccc3oc2=O)C2CC2)c1 | 4.8 | -2.7 | 8.9 | -1.8 | 15.1 | 2.5 | -1.8 | -3.6 | -9.5
O=C(COC(=O)c1cc(Cl)ccc1[N+](=O)[O-])Nc1cccc2ccccc12 | -1.2 | -8.0 | 32.3 | -8.4 | -33.6 | -1.4 | -16.2 | 7.2 | -9.8
CCN(CC)C(=O)COc1cc(C)c(Cl)c(C)c1 | 0.4 | 1.1 | 2.9 | 12.1 | -6.0 | -2.1 | 11.9 | -5.1 | -11.1
COC(=O)C1(Cc2ccc(O)cc2)OC(=O)C(O)=C1c1ccc(O)cc1 (stereo not given) | -0.6 | -0.9 | 7.9 | -8.3 | 2.6 | 2.4 | 17.5 | 0.8 | -0.9
Cc1ccc(OCc2nnc(SCC(=O)Nc3sc(C)c(C)c3C#N)n2C)cc1 | -0.8 | -9.7 | -31.3 | -5.8 | 5.1 | 0.5 | 1.6 | -1.6 | -6.0
COc1ccc2nc(SCC(=O)NCC3CCCO3)c(C#N)cc2c1 (stereo not given) | -1.2 | -6.3 | -2.0 | -5.8 | -18.5 | 1.4 | 3.2 | -0.8 | -18.4
N/C(=N\OC(=O)CCc1ccccc1)c1ccccc1Cl | 0.7 | -16.9 | 56.0* | 8.1 | -17.1 | 0.7 | -0.7 | 4.2 | -7.5
O=C(NCc1cccs1)c1ccccc1C(=O)NCc1cccs1 | -1.6 | 2.6 | 9.2 | -9.8 | -0.1 | -2.6 | -10.6 | -3.4 | 20.3
COc1cc(NC(=O)NCC2CCN(Cc3ccccc3F)CC2)cc(OC)c1 | -6.8 | 7.3 | 2.8 | 9.4 | -15.6 | -0.7 | -2.2 | -2.3 | 23.8
CCC(C)n1c(SCC(=O)Nc2ccccc2C(F)(F)F)nc2ccsc2c1=O (stereo not given) | 0.2 | 5.2 | 39.0 | 9.7 | 0.0 | -1.7 | 15.9 | -4.9 | -8.9
CCCN(CCC)C(=O)NC1CC(=O)N(c2ccc(OC)cc2)C1 (stereo not given) | -0.8 | -1.1 | 5.7 | 12.7 | -2.4 | 1.5 | 5.7 | -4.0 | -12.2
O=C1CSC(c2cccc([N+](=O)[O-])c2)N1c1ccccc1 (stereo not given) | -4.0 | -0.2 | 8.3 | 5.8 | -4.8 | 1.2 | 10.0 | -1.6 | 8.8
CC1(C)Cc2nc3sc4c(=O)n(CC(=O)NCc5ccccc5)cnc4c3cc2CO1 | 5.3 | 0.6 | -1.7 | -7.0 | -1.1 | 2.8 | 10.0 | -1.5 | 17.4
CCOC(=O)c1ccc2nc(C)c3c(c2c1)OC(C)C3 (stereo not given) | -0.5 | -0.5 | 24.2 | 3.5 | 14.1 | 0.2 | -8.2 | -5.0 | 13.8
COc1ccc(S(=O)(=O)N(C)c2ccc(C(N)=O)cc2)cc1 | -1.6 | 0.7 | 6.5 | -7.5 | 16.6 | 1.8 | -7.0 | -1.8 | 11.6
CC(=O)CSc1nc2ccccc2o1 | 3.4 | -8.7 | 8.2 | -8.4 | -2.4 | 3.2 | -1.1 | 4.1 | -22.6
O=C(c1ccc(F)cc1)N1CCN(c2ccc([N+](=O)[O-])c(N3CCCCC3)c2)CC1 | -2.6 | 6.9 | 42.0 | -5.7 | 10.4 | -1.9 | 14.6 | -2.3 | 33.6
COc1ccc(/C=N/N=C2/NC(=O)C(CC(=O)O)S2)cc1OCc1ccc(Cl)cc1Cl (stereo not given) | -1.9 | -9.8 | 22.9 | 4.1 | 5.5 | 3.2 | 10.2 | 0.7 | -10.6
COc1ccc(CCN(C)C(=O)CNC(=O)c2ccc3c(c2)OCO3)cc1OC | -4.0 | 1.8 | 13.2 | -2.7 | 9.3 | 2.3 | 7.0 | 0.0 | 14.4
Cc1ccc(OCCOc2cccc(/C=N/NC(N)=O)c2)cc1 | 0.1 | -7.2 | -0.8 | 23.8 | 8.2 | 3.8 | 13.0 | -1.7 | -26.0
C[C@@H](C(=O)Nc1ccc2ccccc2c1)[C@H]1C[C@]1(C)[C@H](NC(=O)OCc1ccccc1)c1ccccc1 | 2.1 | -0.9 | 21.3 | 4.8 | -3.6 | 1.0 | 8.1 | 3.5 | 36.7
O=S(=O)(NCc1ccc(F)cc1)c1ccc(-c2cnc(C3CC3)o2)cc1 | -4.0 | -14.3 | 42.9 | -2.7 | -0.8 | -3.6 | 13.6 | -1.5 | 31.7
CCC(=O)Oc1ccc(C2NC(=O)c3ccccc3O2)cc1OC (stereo not given) | -6.5 | 0.7 | 18.1 | -6.4 | 8.5 | 1.2 | 7.6 | 1.2 | 4.6
COc1cc(/C=N/NC(N)=S)cc(Br)c1OCc1ccccc1F | 25.7 | -0.2 | 37.6 | 33.5 | -1.5 | 51.5* | 30.9 | -3.3 | 44.1
O=C(CCc1ccccc1)NNC(=O)c1cccc(F)c1 | -2.5 | 2.6 | 1.5 | -7.0 | 14.2 | 0.7 | -8.0 | 0.9 | 3.8
CCN(C(=O)COC(=O)c1c(C)noc1C)C1CCS(=O)(=O)C1 (stereo not given) | -3.2 | -21.5 | -1.1 | -1.4 | 1.5 | -1.5 | 7.1 | -0.3 | -9.9
Cc1c(CCOC(=O)c2cccc([N+](=O)[O-])c2)sc[n+]1CC(=O)c1ccccc1 | 1.1 | 16.8 | 21.9 | -1.7 | 16.7 | 1.1 | 27.0 | -4.7 | 6.8
COc1ccc(Br)cc1CN1CCCC(C(=O)N2CCCCC2)C1 (stereo not given) | -2.1 | -7.6 | 15.8 | 8.1 | -2.1 | -2.4 | 7.8 | -1.7 | 19.0
Cc1ccccc1C(=O)Nc1ccc(-c2nc3ccc(C(=O)c4ccccc4)cc3[nH]2)cc1 | -1.0 | -0.9 | -2.8 | -9.5 | -1.1 | 2.7 | -9.0 | 4.7 | 66.6*
CC1CCCC(C)N1c1nnc(NC(=O)Cn2c(=O)oc3ccccc32)s1 (stereo not given) | -1.7 | 0.5 | 0.9 | -6.5 | 13.6 | -2.6 | 12.3 | -3.0 | 6.8

Fetched by compound from above:
Compound | UPR XBP1 act | CXCR6 inh | tim23-1 inh | EBI2 antag | APJ antag | CHOP UPR activ | CCR6 antagonist | APJ ag | Mdm2 MdmX PPI
Cc1ccc(OCCOc2cccc(/C=N/NC(N)=O)c2)cc1 | 0.1 | -7.2 | -0.8 | 23.8 | 8.2 | 3.8 | 13.0 | -1.7 | -26.0
Cc1c(CCOC(=O)c2cccc([N+](=O)[O-])c2)sc[n+]1CC(=O)c1ccccc1 | 1.1 | 16.8 | 21.9 | -1.7 | 16.7 | 1.1 | 27.0 | -4.7 | 6.8
